ASAP1 inh: inhibitors of human ASAP1 ArfGAP activity. Q9ULH1. ASAP1-stimulated ARF1 GTP hydrolysis, GDP FP detection. inhibition, % at 16.5 µM. hit rate 0.19% among 360,000; in the data active = inhibition above about 25%;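 note: 0% = vehicle with enzyme and substrate and 100% = no enzyme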
HGIII-sPLA2 inh: Inhibits HGIII-sPLA2 liposome hydrolysis, primary screen | inhibition, % at 12.2 µM | hit rate 0.56% among 370,000 | AID 743126 | QFRET BODIPY PC-A2 liposome hydrolysis, fluorescence | Q9NZ20;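 active = inhibition above mean plus 3 SD of compounds lying within the high and low control bounds, cut at about 19% in these data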;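 note: 0% = median of test compound wells and 100% = no enzyme DMSO wells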
Target sequence (Q9NZ20 whole entry, looked up): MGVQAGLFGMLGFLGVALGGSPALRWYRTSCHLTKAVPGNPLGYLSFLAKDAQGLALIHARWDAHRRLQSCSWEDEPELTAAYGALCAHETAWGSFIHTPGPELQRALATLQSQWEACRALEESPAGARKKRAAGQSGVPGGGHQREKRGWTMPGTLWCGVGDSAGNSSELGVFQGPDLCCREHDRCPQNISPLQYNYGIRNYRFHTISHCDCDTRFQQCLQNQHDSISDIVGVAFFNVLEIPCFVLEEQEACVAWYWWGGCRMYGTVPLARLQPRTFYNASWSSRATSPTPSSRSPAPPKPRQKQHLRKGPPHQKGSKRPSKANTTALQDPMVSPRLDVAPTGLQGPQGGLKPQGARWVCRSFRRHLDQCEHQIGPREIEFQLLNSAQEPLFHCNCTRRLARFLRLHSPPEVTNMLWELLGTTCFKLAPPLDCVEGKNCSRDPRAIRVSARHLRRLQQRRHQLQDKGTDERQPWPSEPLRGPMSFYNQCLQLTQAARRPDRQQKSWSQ
PLCg1 inh: blocks human PLC-gamma1 enzyme activity | purified PLC-gamma1, fluorogenic substrate, fluorescence | P19174 | inhibition, % at 12.2 µM | hit rate 0.84% among 370,000; in the data active = inhibition above about 9.5%
PLCb3 inh: inhibitors of human phospholipase C beta3 | hit rate 0.18% among 370,000 | inhibition, % at 12.2 µM | Purified PLC-beta3, fluorogenic substrate, fluorescence | Q01970; in the data active = inhibition above about 11%;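 note: 0% = median of compound wells on plate and 100% = full blocker control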
DDE Tn7 FP inh: DD(E)-Tn7 binding inhibition, primary FP screen. P02675. FP displacement of FITC-Tn7 peptide from fibrin DD(E); 0% = median of compound wells per plate. inhibition, % at 8.3 µM. hit rate 0.13% among 370,000. AID 720508;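 active = inhibition above the mean of compounds falling within the control limits plus 3 SD of them, cut at about 14% in these data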;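 note: 0% = plate median of compound wells and 100% = 10 µM Aha-Tn7 peptide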
Target sequence (P02675 whole entry, looked up): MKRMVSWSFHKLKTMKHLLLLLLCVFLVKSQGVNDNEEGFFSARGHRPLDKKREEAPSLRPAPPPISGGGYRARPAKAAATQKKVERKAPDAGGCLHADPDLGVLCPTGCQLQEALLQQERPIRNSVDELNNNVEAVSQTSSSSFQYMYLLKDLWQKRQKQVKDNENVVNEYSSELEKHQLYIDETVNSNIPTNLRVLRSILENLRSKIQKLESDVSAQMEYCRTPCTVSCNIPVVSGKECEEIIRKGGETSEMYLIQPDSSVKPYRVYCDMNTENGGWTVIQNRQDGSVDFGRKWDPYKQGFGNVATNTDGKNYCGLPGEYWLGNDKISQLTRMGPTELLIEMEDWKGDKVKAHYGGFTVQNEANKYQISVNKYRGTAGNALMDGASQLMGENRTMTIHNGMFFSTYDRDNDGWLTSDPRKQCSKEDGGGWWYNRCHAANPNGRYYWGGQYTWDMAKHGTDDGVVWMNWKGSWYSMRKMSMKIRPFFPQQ
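system = human fibrin DD(E) protein | quantity = DD(E) 2 µM final | medium = Tris/NaCl/CaCl2 buffer, pH 7.8 | also added = labelled Tn7 tracer, 0.1 µM | compound dosing = single point at 8.3 µM | timing = compound with protein 10 min, then 3 h after probe, room temperature | signal = FP measurement | benchmarks = Aha-Tn7 high control | repeats = one replicate per compound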
KLK7 zymogen act: activators of human kallikrein-7 zymogen; hit rate 0.9% among 370,000; activation, % at 7 µM; purified proKLK7, EDANS-DABCYL substrate fluorescence; 100% is mature enzyme control, 0% vehicle; P49862; AID 652039;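 active = activation above the mean of all tested compounds plus 3 SD, computed per campaign excluding outliers beyond control limits, cut at about 13% in these data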
Rev-erbA mod: Rev-erb alpha (human) modulation; P20393; Rev-erbα–FITC-DNA binding, fluorescence polarization, 90 min; activity, % at 10 µM; hit rate 0.79% among 370,000; AID 1259318;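 active = activity above about 14%, limit read from the data; passing the limit was not always enough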;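 note: 0% = DMSO wells with 35 nM protein and 100% = DMSO wells with 750 nM protein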
ARFGAP1 inh: rat ARFGAP1 inhibition; Q62848; Arfgap1-stimulated ARF1 GTP hydrolysis, GDP FP detection; inhibition, % at 16.5 µM; hit rate 0.26% among 360,000; AID 651572;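 active = inhibition above a per-plate limit, mean inhibition of low control wells plus 3 SD, cut at about 25% in these data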;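 note: 0% = DMSO wells with enzyme and 100% = wells lacking Arfgap1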
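System: truncated rat Arfgap1 GAP domain / Medium: HEPES-based buffer, pH 7.5 / Also added: N-terminally truncated human ARF1-GTP substrate / Incubation: enzyme reaction 120 min at 25 °C after 20 min preincubation / Measured by: FP of antibody-bound GDP Alexa 633 tracer, ex 620/em 688 nm / Replicates: singlicate, each compound tested once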
Tn6 DDE FP: DD(E)-Tn6 binding inhibition, primary FP screen | P02675 | Fibrin DD(E) TRITC-Tn6 fluorescence polarization displacement | inhibition, % at 8.3 µM | hit rate 0.21% among 370,000;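 active = inhibition above a per-campaign cutoff: mean of compounds within control limits plus 3 SD, cut at about 15% in these data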;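 note: 0% = median of all compound wells on the plate and 100% = blocking peptide control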
UHRF1 MBD2 ctr: UHRF1 methyl-DNA binding inhibition; hit rate 0.75% among 370,000; inhibition, % at 4.4 µM; UHRF1 binding to methylated oligo, TR-FRET; in the data active = inhibition above about 21%;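 note: UHRF1 SRA domain binding a hemimethylated CpG hairpin DNA probe; 0% = median of test compound wells and 100% = reference inhibitor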
Numbers without * were called inactive; i = inactive; . = not tested or not shown.

SMILES	ASAP1 inh	HGIII-sPLA2 inh	PLCg1 inh	PLCb3 inh	DDE Tn7 FP inh	KLK7 zymogen act	Rev-erbA mod	ARFGAP1 inh	Tn6 DDE FP	UHRF1 MBD2 ctr
COC(=O)CCC(=O)Nc1ccc(OC)cc1	0	-1	3	4	3	-0.2	1	-11	8	-3
Cn1c(=O)c2c(nc(Br)n2CCc2ccccc2)n(C)c1=O	4	2	2	4	-1	0.2	-5	1	-5	1
O=C(COC(=O)CCC(=O)c1cccs1)NCc1ccccc1	-7	-2	-1	-2	4	-0.5	-4	3	4	-2
CC(C)c1ccc(NC(=O)c2ccc(NS(C)(=O)=O)cc2)cc1	4	-6	1	1	-8	-0.1	-2	4	-1	3
O=C(O)CN(CC(=O)O)CC(=O)O	-17	-9	1	4	1	0.0	8	-10	-4	-2
CN(c1ccccc1)S(=O)(=O)c1cc(C(=O)NCc2ccco2)ccc1Cl	3	-10	-1	0	-4	-0.6	-2	-4	-7	0
CC(=O)NCCNC(=O)C1Cc2c(-c3ccc(Cl)cc3)ccnc2O1 (stereo not drawn)	-8	4	1	7	1	0.4	-4	-1	-2	1
O=C(N/N=C/c1cc(Br)c(O)c([N+](=O)[O-])c1)C(O)(c1ccccc1)c1ccccc1	-3	-3	-4	-17	-3	0.5	9	6	-1	-4
O=C(NCC1CCCO1)c1ccc2c(c1)N(Cc1ccc(F)cc1Cl)C(=O)CS2 (stereo not drawn)	6	2	1	-6	3	0.5	-6	10	-1	-2
Cc1ccc(C(=O)NC(Cc2ccc(C(C)(C)C)cc2)C(=O)O)cc1 (stereo not drawn)	-7	-6	-2	-1	1	-0.1	3	-1	5	4
C/C(=N\Nc1ccccc1)c1cccs1	-2	0	-7	-15	6	0.3	0	-16	1	-1
CCOC(=O)C1(C)CCCN(C(=O)c2cccc(OC(F)(F)F)c2)C1 (stereo not drawn)	1	4	1	2	-2	0.0	0	4	2	-2
Nc1cc(-c2ccccc2)nn1S(=O)(=O)c1ccc(Br)cc1	13	2	-1	-9	2	-0.4	-1	-2	-3	1
COc1ccc(S(=O)(=O)N2CCN(C(=S)NCCc3ccccc3)CC2)cc1	13	-5	0	-5	-4	-0.2	-4	9	8	-2
COc1cc(/C=C/C(=O)OCC(=O)N2CCN(S(=O)(=O)c3ccc(C)cc3C)CC2)cc(Cl)c1OC	-7	6	-3	-10	-3	-0.1	8	0	12	-2
CN(C)c1ccc(CC(=O)N2CCCCC2c2cc(C(=O)Nc3ccccc3Cl)no2)cc1 (stereo not drawn)	-4	2	1	1	6	0.3	0	-10	4	1
CN1CCN(c2ccc(Cl)cc2NC(=O)/C=C/c2cccc(F)c2)CC1	22	2	7	0	3	0.0	-3	31*	-13	3
CC12CN3CC(C)(CN(C1)C3c1cc3ccccc3[nH]1)C2=O (stereo not drawn)	5	10	2	0	3	-0.5	-1	-5	-12	2
CCOc1ccc(Cl)cc1-c1cc(C(=O)NCCc2ccncc2)[nH]n1	5	-4	-2	2	-1	-0.2	-1	0	-3	0
CCOc1ccc(OCC)c(S(=O)(=O)NCc2cccnc2)c1	3	3	8	-1	-4	-0.1	0	14	-2	-1
COc1ccc(/C=N/NC(=O)c2c(C)nc3ccc(Br)cn23)cc1OC	-3	2	-10	-11	-5	0.9	1	-7	-2	-1
COc1cccc(-n2nnnc2SCC(=O)Nc2ccc(OC)cc2OC)c1	-5	2	0	-8	4	0.1	-3	3	2	-1
CCOc1ccc(-n2cc(C(=O)NC(C)C)c3cc(OC)c(OC)cc3c2=O)cc1	-9	6	-4	-2	-3	-0.1	3	-1	4	-2
CC1=NN(C(N)=S)C(=O)C1N=Nc1ccc(O)cc1 (stereo not drawn)	-8	1	0	3	-1	-0.1	0	1	0	-31
CCc1ccccc1NNC(=O)c1snnc1C	-4	-4	1	2	-2	0.4	-3	0	-8	3

(further entries)
SMILES	ASAP1 inh	HGIII-sPLA2 inh	PLCg1 inh	PLCb3 inh	DDE Tn7 FP inh	KLK7 zymogen act	Rev-erbA mod	ARFGAP1 inh	Tn6 DDE FP	UHRF1 MBD2 ctr
Cc1ccc(S(=O)(=O)N2CCCCC2)c(C)c1NS(C)(=O)=O	-11	0	-1	0	6	-0.2	-1	-12	-4	-2
COc1cc2cc(C(=O)N(C)Cc3ccccc3)[nH]c2cc1OC	6	11	-6	-15	-2	0.0	31*	13	-6	5
C=CCn1c(SCC(=O)N2CCOCC2)nc2sc(C)c(C)c2c1=O	-5	-2	5	0	-2	0.2	-2	6	5	-2
COc1ccc(C(=O)/C=C2\C(=O)Nc3ccc(Br)cc32)cc1	-4	16	-5	-7	0	0.9	6	-5	-5	-2
CCc1ccc(OCC(O)CN2CCN(c3ccccn3)CC2)cc1 (stereo not drawn)	-6	-3	0	-4	3	0.1	-3	-6	15	0
CCCCCc1ccc(NC(=O)OCCN2C(=O)CCC23CCC(c2ccccc2)CC3)cc1 (stereo not drawn)	.	8	2	6	-3	0.5	3	.	3	1
CCCc1nc(SCC(=O)Nc2ccccc2OC)c2c(=O)n(C)c(=O)n(C)c2n1	-1	4	3	4	-2	-0.2	14	14	4	12
OC[C@@H]1CN(Cc2cccs2)C[C@H](n2cnc3c(NCc4ccco4)ncnc32)O1	7	13	-1	-5	13	0.6	1	-4	4	-2
Cc1c(C(=O)Nc2ccc(S(=O)(=O)Nc3ncccn3)cc2)oc2ccc(Cl)cc12	-3	-2	0	-4	-3	-0.1	2	9	-2	0
COC(=O)Cc1ccc(NC(=S)NCc2ccc(Cl)cc2)cc1	3	3	-2	0	-3	-0.1	-2	-4	6	3
O=c1oc(CCO)cc2ccc(Br)cc12	-1	8	-2	-2	6	0.7	7	-15	-6	-1
CN(Cc1cccnc1)Cc1cn(C)nc1-c1ccc(Oc2ccccc2)cc1	-6	-6	1	-5	-8	0.8	0	6	-2	0
Cc1cccc(-c2noc(C(C)NC(=O)c3ccco3)n2)c1 (stereo not drawn)	2	7	13*	2	0	0.0	7	3	0	4
O=C(COc1ccc(Cl)cc1)NCCSCc1cccc(Cl)c1	0	-6	-1	-3	1	1.0	-1	-9	4	0
Cc1c(CC(Cl)(Cl)Cl)c2c(n1O)CC(C)(C)CC2=O	-2	-6	-4	-2	0	0.6	-6	-2	-4	-1
COC(=O)[C@]12C[C@H](CC(=O)NCc3cccc4ccccc34)C(=O)N(Cc3ccco3)C1=C[C@H](C1CCCC1)O[C@@H]2C	.	-13	5	3	9	0.1	2	.	-4	-1
COc1ccc(S(=O)(=O)NCC2(N3CCOCC3)CCCCC2)cc1OC	-6	2	-2	-1	2	0.4	-1	9	-4	1
Cc1cc(NCc2ccccc2Cl)n2nnnc2n1	2	6	2	1	-3	-0.4	-1	10	-3	3
CC(C)c1ccc(NC2CCCN(C(=O)C3=NN(C)C(=O)CC3)C2)cc1 (stereo not drawn)	7	0	0	-2	7	0.6	-3	9	3	1
CN(CC(=O)Nc1c(Cl)cccc1Cl)C(=O)CCNS(=O)(=O)c1ccccc1C(F)(F)F	0	-14	-2	-4	-2	0.0	0	-4	-2	-2
Cc1ccn2c(=O)nc(SCC(=O)N3CCCC3)nc2c1	3	3	-5	-17	-3	-1.1	3	12	0	1
Cc1ccccc1-c1noc(CNC(=O)COc2ccccc2)n1	0	0	-2	-11	0	0.2	0	1	-9	5
O=C1c2cccc3cccc(c23)N1Cc1cccc(F)c1	19	-6	i	i	4	3.8	2	-4	1	3
COc1ccc(N(CC(=O)O)S(=O)(=O)c2cccnc2)cc1	0	-1	0	1	-6	0.4	-7	8	-9	0
N/C(CN1CCCC1=O)=N\OC(=O)c1ccc(Cl)cc1	-4	-1	-2	2	-5	-0.4	3	3	-3	-4

The list goes on:
SMILES	ASAP1 inh	HGIII-sPLA2 inh	PLCg1 inh	PLCb3 inh	DDE Tn7 FP inh	KLK7 zymogen act	Rev-erbA mod	ARFGAP1 inh	Tn6 DDE FP	UHRF1 MBD2 ctr
CC(=O)c1cccc(NC(=S)N2c3ccccc3CC2C)c1 (stereo not drawn)	-9	9	-2	-3	-1	0.3	2	-10	-5	3
CC(=O)c1ccc(OCc2cc(C(=O)N(C)Cc3ncc(C)[nH]3)no2)cc1	-10	3	1	-8	-1	0.2	-2	2	-6	-1
COc1ccc(C(=O)Nc2cc(C)nn2-c2cccc(F)c2)cc1OC	-4	13	-1	-9	6	-0.2	1	0	-7	3
CCOc1ccc(C(=O)Nc2cnn(Cc3ccc(Cl)c(Cl)c3)c2)cc1	2	-20	2	0	6	1.1	6	15	-8	0
CCc1noc(C)c1C(=O)OCC(=O)NC(=O)c1ccccc1	-2	2	-1	-2	-2	0.3	2	4	-8	0
CCCN1CCCC[C@H]1C(=O)Nc1c(C)cccc1C	4	-4	-2	1	9	0.6	-11	-2	6	-1
CCCCn1c(=NC(=O)c2ccco2)c(C(=O)OCC)cc2c(=O)n3cccc(C)c3nc21	-3	11	-185	-227	2	18*	-3	17	-8	6
CCOC(=O)c1c2c3c(cccc3[nH]c1=O)C(=O)c1ccccc1-2	-5	-6	-14	-13	2	-0.7	-16	2	3	1
Cc1cccc(-n2c(SCC(=O)Nc3nnc(C)s3)nnc2-c2ccoc2C)c1	-5	-3	7	0	4	1.0	-3	7	1	2
COc1ccc(NC(=O)COC(=O)Cc2ccccc2[N+](=O)[O-])cc1OC	8	-2	0	1	5	-0.9	0	4	-7	20
Cc1c(O)c2c(=O)n(-c3ccccc3)c(-c3ccccc3)cc2oc1=O	15	20*	-8	-8	7	0.0	15	-2	8	4
COc1cc(NC(=O)c2ccc3c(c2)S(=O)(=O)N=C2CCCCCN23)cc(OC)c1	3	-2	-1	-4	-4	15*	6	15	5	-1
COc1ccc(OCCC(=O)Nc2cc3c(cc2C(=O)O)OCCCO3)cc1	-8	-9	-3	-10	3	-0.2	-8	1	4	-1
COc1ccc(Cn2nnnc2C(c2cccs2)N2CCN(c3ccc([N+](=O)[O-])cc3)CC2)cc1 (stereo not drawn)	-11	-8	1	0	-2	0.4	-7	-7	3	-3
COc1ccc(C)cc1N(CC(=O)N1CCCC1)S(C)(=O)=O	-4	0	2	-2	-5	0.3	2	-7	-6	0
Cc1ccc(NC(=O)CN2C(=O)NC(C)(c3ccc(Cl)cc3)C2=O)c(Br)c1 (stereo not drawn)	4	-17	2	0	2	-0.3	-2	1	-11	-2
Cc1ccc(/C=N/NC(=O)COc2ccccc2-c2ccccc2)cc1	-4	-12	-13	1	-2	-0.2	-2	-9	-1	-1
O=C(NNC(=O)c1cccs1)c1ccc(Cl)c(Cl)c1	-9	-6	4	-2	2	0.5	0	13	-8	1

Assay outcomes (PubChem BioAssay)
